Screening data deposited in PubChem by National Center for Advancing Translational Sciences (NCATS).
GLP1R ag: activates the human GLP-1 receptor | HEK293 GLP-1R CRE-luciferase, luminescence, 4-6 h; cells express a hypersensitive GLP-1R form | AID 624172 | P43220 | Potency, µM (top dose mostly 45.6 µM), for the others: at the highest dose activation, actives largely listed as activators | actives 0.007% (n = 380,000); further: % of control where 0% means no effect
Target sequence (P43220 whole entry, looked up): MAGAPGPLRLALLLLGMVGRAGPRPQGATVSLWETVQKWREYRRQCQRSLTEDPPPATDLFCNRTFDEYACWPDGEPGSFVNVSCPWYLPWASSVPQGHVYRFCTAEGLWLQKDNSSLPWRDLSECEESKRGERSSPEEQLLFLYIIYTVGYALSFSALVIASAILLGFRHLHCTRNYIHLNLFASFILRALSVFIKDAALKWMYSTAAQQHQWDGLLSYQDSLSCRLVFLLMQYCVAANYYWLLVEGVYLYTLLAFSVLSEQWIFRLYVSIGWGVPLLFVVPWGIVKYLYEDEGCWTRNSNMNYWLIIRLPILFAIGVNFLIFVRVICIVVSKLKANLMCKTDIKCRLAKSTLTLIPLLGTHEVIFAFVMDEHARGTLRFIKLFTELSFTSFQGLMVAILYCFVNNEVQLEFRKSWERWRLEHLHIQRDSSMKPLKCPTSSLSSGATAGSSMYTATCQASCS
SW480 rereplic: induces DNA re-replication in SW480 colon adenocarcinoma cells; SW480 DNA re-replication, Hoechst DNA content imaging, 48 h; Potency, µM (highest dose often 46.1 µM), without a hit: at the highest dose re-replication activation, usual class: activators; actives 1.8% (n = 340,000); further: % of control where 0% means no effect; nearly all actives have a fitted effect of over 55% in size
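Readout is total intensity of Hoechst-stained nuclei, excited at 405 nm and collected at 500-530 nm. Compound treatment lasted 48 hr at 37 C in 5% CO2 before staining.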
TDP-43 yeast inh: TDP-43 toxicity inhibition in yeast | TDP-43 expressing yeast growth rescue, BacTiter-Glo, 24 h | Potency, µM (highest dose often 46.1 µM), for inactives: top-dose growth rescue (activation), hits mostly activators | actives 1.8% (n = 410,000) | AID 652104; further: % of control where 0% means no effect; nearly all actives have a fitted effect of over 50% in size
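In this qHTS, compounds that restore growth of yeast expressing TDP-43 appear as activators. Cells (OD600=0.02, galactose medium, raffinose-pregrown) are incubated with compound 24 hr at 30 deg C and growth is quantified by BacTiter-Glo.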
KB-3-1 tox: kills parental KB-3-1 adenocarcinoma cells; KB-3-1 viability, CellTiter-Glo ATP luminescence, 72 h; Potency, µM (top dose mostly 46.1 µM), without a hit: at the highest dose activity change, negative = cytotoxic, hits mostly cytotoxic; actives 1.4% (n = 400,000); further: on the % scale 0 is the no-effect control and ±100 the full control effect; nearly all actives have a fitted effect of over 60% in size
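Multi-concentration cytotoxicity screen in KB-3-1 cells grown in DMEM lacking phenol red with 10% FBS. After 72 h at 37 °C with compound, ATP-dependent luminescence was recorded.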
HT1080-NT tox: kills 2HG-producing HT-1080-NT fibrosarcoma cells; HT-1080-NT fibrosarcoma viability, CellTiter-Glo ATP luminescence, 48 h; Potency, µM (titrated, usually from 46.1 µM), for the others: at the top dose activity, negative = less viability, usual class: cytotoxic; actives 1.6% (n = 360,000);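 further: NT is the 2HG producing partner of a matched IDH1 knockdown line; 0% = DMSO-treated cells and -100% = media-only wells without cells; nearly all actives have a fitted effect of over 55% in size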
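A 48-hour cytotoxicity screen used HT-1080-NT cells plated 2 hours before compound delivery. ATP-based CellTiter-Glo luminescence measured viability, normalized to DMSO and no-cell controls.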
HT1080 IDH1KD tx: toxicity to HT-1080 IDH1 knockdown cells (counter line); AID 686971; HT-1080 IDH1 knockdown viability, ATP luminescence, 48 h; actives 2% (n = 360,000); Potency, µM (top dose mostly 46.1 µM), without a hit: at the highest dose activity, negative = toxicity, actives largely listed as cytotoxic;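 further: 0% = DMSO wells and -100% = cell-free medium wells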
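Viability of IDH1-knockdown HT-1080 fibrosarcoma cells was assessed by CellTiter-Glo after 48 h at 37 °C with titrated compound; concentration-effect curves were classified by fit quality and response size.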
GLP1R cytotox: cytotoxicity counter-screen for GLP-1 receptor inverse agonists; HEK293 cAMP-luciferase reporter cells, luminescence, 24 h; Potency, µM (doses to about 38.3 µM), inactives show at the highest dose activity change, negative = inhibition, most hits filed as inhibitors; actives 0.13% (n = 410,000); AID 624418;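 further: loss of luciferase light is scored as toxicity; on the % scale 0 is the no-effect control and ±100 the full control effect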
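Cells in DMEM/10% Nu serum/1% pen-strep, 1536-well format. Pre-incubated 12 h, dosed with 23 nL compound, incubated a further 24 h. Luciferase detection, 12 min at room temp, luminescence.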
KB-V1 cytotox: kills drug-selected multidrug resistant KB-V1 cells | KB-V1 MDR cells viability, CellTiter-Glo, 72 h | Potency, µM (top dose mostly 46.1 µM), without a hit: top-dose activity change, negative = cytotoxicity, most hits filed as cytotoxic | actives 3.4% (n = 400,000) | AID 1347076; further: on the % scale 0 is the no-effect control and ±100 the full control effect; nearly all actives have a fitted effect of over 60% in size
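Cells of the MDR subline KB-V1 are plated, dosed with compound at multiple concentrations, and incubated 72 h at 37 degrees C; CellTiter-Glo is then added and luminescence read after 10 min.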
GLP1R inv ag: inverse agonists of human GLP-1 receptor | P43220 | HEK293 GLP-1R CRE-luciferase, luminescence, 24 h; GLP-1R form is constitutively active | Potency, µM (series often up to 38.3 µM), for the others: at the top dose activity change, negative = inhibition, hits mostly inhibitors | actives 1.6% (n = 410,000); further: on the % scale 0 is the no-effect control and ±100 the full control effect; nearly all actives have a fitted effect of over 55% in size
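Assay principle: reduced luminescence from a cAMP-responsive reporter in HEK293 cells co-expressing a constitutively active GLP-1R. Conditions: 24 hr compound incubation, 37 deg C, 5% CO2.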
* = called active by the depositor; ? = inconclusive; / = no result given; & = joins results of further samples; [ ] = remark or other dose. The call rests on the fitted dose curve; in most records, active means well fitted curve in the direction sought with a large enough effect; inconclusive means small, poorly fitted or top-dose-only effect, or another doubt; inactive means no such curve, though single readings can be large; an effect the other way counts as inactive or inconclusive. Potency means the concentration at half of the fitted maximal effect.

SMILES | GLP1R ag | SW480 rereplic | TDP-43 yeast inh | KB-3-1 tox | HT1080-NT tox | HT1080 IDH1KD tx | GLP1R cytotox | KB-V1 cytotox | GLP1R inv ag
COc1cc(CNc2ncnc3c2ncn3[C@H]2CN(Cc3cccs3)C[C@@H](CO)O2)cc(OC)c1OC | 6% | / | ? | 0% | -20% | -13% | -1% | 4% | 13%
COc1ccccc1C(=O)Nc1ccnn1C1CCN(C(=O)C2CCOC2)CC1 (stereo not given) | 5% | -20% | -13% | 1% | -1% | 17% | -7% | -23% | 1%
CCOC(=O)C1CCN(C(=O)Cn2ncc3c4ccccc4n(Cc4ccccc4F)c3c2=O)CC1 | / | / | 23%[9.22 µM] | 7% | / | / | -7% | ? | 35%
O=C(CCCOc1ccc(Cl)cc1)NCCc1ccccc1 | -3% | -6% | 17% | 8% | 6% | 3% | 11% | 24% | ?
Nc1ccc(C(=O)OCC(=O)NC2CCCc3ccccc32)cc1[N+](=O)[O-] (stereo not given) | 4% | -3% | -5% | 8% | -7% | -10% | ? | 7% | ?
CCCCOc1ccc(CN2C(=O)C(=O)c3cc(Br)cc(C)c32)cc1OC | / | / | -9% | ? | / | / | -19% | ? | 8%
CCCC(=O)NC(c1ccc(OC)cc1)c1c(O)ccc2ccccc12 (stereo not given) | 9% | 21µM* | -18% | ? | ? | ? | ? | ? | ?
Cc1nc(NC(=O)c2ccco2)sc1-c1csc(Nc2ccc(Cl)cc2)n1 | 10% | -1% | ? | ? | -29% | -27% | -25% | -2% | -21%
COc1ccc(NC(=O)N(Cc2ccc3c(c2)OCO3)C2CC(=O)N(c3ccc(OC)cc3)C2=O)cc1 (stereo not given) | 6% | -1% | -8% | 3% | 0%[9.24 µM] | -11% | 7% | 3% | 0%
CCOc1ccc(C(=O)NC(C(=O)NCc2ccccn2)C(C)C)cc1 (stereo not given) | 0% | -2% | 4% | 12% | 1% | 2% | 1% | -14% | -6%
Cc1ccc(NC(=O)c2ccco2)cc1C | -5% | -32%[inhibitor] | -13% | -9% | 5% | -2% | -10% | -26% | 4%
O=[N+]([O-])c1ccc(Cl)cc1P(=O)(O)c1cc(Cl)ccc1[N+](=O)[O-] | -2% | 1% | 12% | 0% | 5% | 8% | -9% | 2% | -3%
CCCCN(CCCC)S(=O)(=O)c1ccc(NC(=O)Cc2cccs2)cc1 | -18% | -2% | -4% | 0% | ? | ? | ? | 5.2µM* | -12%
CCN(CC(=O)Nc1ccc2c(c1)OCCO2)C(=O)/C=C/c1cc(Br)ccc1OC | 7% | / | ? | -1% | 5% | -1% | -14% | 1% | ?
CC(C)c1ccc(-c2nnc3n(CCc4ccccc4)c(=O)c4ccccc4n23)cc1 | / | / | ? | -7% | / | / | -5% | 16% | 8%
Cc1ccccc1NC(=O)CSc1nnc(-c2ccoc2C)n1CCc1ccccc1 | 1% | 8%[9.22 µM] | 23% | -11% | -8% | -2% | -15% | -19% | ?
Cc1cccc(NCC(=O)N/N=C\c2cccn2C)c1 | 16% | -2% | -1% | 21% | 18% | 15% | -6% | 11% | 7%
O=C(NNc1c2ccccc2nc2ccccc12)C(O)c1ccccc1 (stereo not given) | 3% | 6% | 5% | 0% | 3% | ? | ? | ? | ?
Cc1c(CCO)c(=O)n(C)n1C(=O)c1ccc(Cl)cc1 | -6% | -17% | 26% | 6% | 0% | -7% | -9% | -22% | -28%
COCCCNC(=O)CN1C(=O)c2c(c3ccccc3n2C)C1c1ccc(OC)cc1 (stereo not given) | / | / | 16% | 3% | / | / | 15% | -15% | 10%
COc1ccccc1Cn1c(=S)[nH]c2cc(C(=O)NCCCN3CCOCC3)ccc2c1=O | 1% | ? | -13% | ? | 16µM* | ? | -18% | 2% | ?
CCCCSc1nc(C)cc(C)c1S(=O)(=O)c1ccccc1C | -1% | 2% | -5% | ? | -1% | -8% | 0% | 0% | ?
CN(C(=O)CN1C(=O)NC2(CCCc3ccccc32)C1=O)C1CCCCC1 (stereo not given) | 5% | -3% | -2% | 0% | 1% | 21% | 1% | 5% | 0%
COCCn1c(SCCOc2ccccc2)nc2ccccc2c1=O | ? | 1% | 19% | -1% | -17% | -2% | 8% | ? | ?
COc1ccc(-c2cc(=O)n(CCC#N)[nH]2)cc1 | 3% | 1% | -19% | 3% | -10% | -13% | 5% | 1% | -7%
COc1ccc(NC(=O)C2CCN(S(=O)(=O)c3cccc4nonc34)CC2)c(OC)c1 | 9% | -11% | -1% | 7% | 2% | 3% | -1% | -23% | 7%
COc1ccc(N(C)C(=O)CCS(=O)(=O)c2cccc3nsnc23)cc1 | 13%&1% | -26% | -20%&23% | 0%&-1% | 3% | 1% | -4%&-1% | 2%&0% | -4%&18%
COCCCNCCOc1ccc(C(C)(C)c2ccccc2)cc1 | 3% | ? | 2% | -14% | ? | ? | ? | 0% | ?
O=C(O)CN1C(=O)C(=O)N(Cc2ccccc2F)C1=O | -9% | -2% | 5% | 3% | 5% | 6% | -24% | 0% | 10%
CCOc1ccc(N(CC(=O)Nc2ccccc2C(=O)NCc2ccco2)S(C)(=O)=O)cc1 | 12% | -2% | -6% | 18% | -4% | 9% | -21% | -8% | -22%
Cc1ccc(C)c(N2CCN(CCCNC(=O)c3ccc4nc(N5CCCCC5)sc4c3)CC2)c1 | / | / | 18% | ? | / | / | -4% | -25% | 19%
CCOC(=O)c1c(NC(=O)CSc2nnc(-c3cccc(C)c3)n2CC)sc(C(C)=O)c1C | -29% | 8% | 1% | -10% | -14% | ? | -4% | -36% | ?
CC(C)c1ccc(NC(=O)CN2C(=O)c3ccccc3S2(=O)=O)cc1 | 3% | -21% | -9% | 1% | -5% | 2% | 18% | 19% | 5%
CCc1ccccc1N(C(=O)c1cccs1)C1C=CS(=O)(=O)C1 (stereo not given) | 4% | ? | -6% | 18% | 10% | -4% | -1% | 1% | 1%
CCN1C(=O)c2cccc3c(S(=O)(=O)NC(Cc4ccccc4)C(=O)O)ccc1c23 (stereo not given) | 0% | -7% | -29% | 7% | 23% | 18% | 61%[activator] | 19% | -5%
Cc1[nH]c2ccc(C(=O)N3CCN(c4ccc(F)cc4)CC3)cc2c1C | 4% | -3% | 14µM* | 15% | -1% | 0% | 1% | -11% | ?
CC(=NCCCNC1CCCCC1)C1=C(O)CC(C)(C)CC1=O | 9% | -14%[9.22 µM] | -16% | -2% | -2% | -1% | -3% | -1% | -1%
CN(CCOc1ccccc1)S(=O)(=O)c1ccc2oc3ccccc3c2c1 | 1% | 5% | -5% | -13% | 0% | -7% | 15% | -1% | ?
COc1ccccc1-c1csc(NC(=O)c2cc(-c3cccs3)nc3ccccc23)n1 | -24% | 1% | -5% | 2% | 5% | 12% | -1% | 16% | ?
CCOc1ccc(CCNC(=O)Cn2nc(C)c3c(C)n(-c4ccccc4)nc3c2=O)cc1 | 7% | -11% | -6% | 13% | -3% | -10% | -8% | -14% | -25%
N#C/C(=C/c1ccccc1)C(=O)NCc1ccccc1 | 2% | 8% | -9% | 10% | -6% | -12% | 3% | -17% | -1%
O=C(O)CSc1ncn[nH]1 | -10% | -7% | 2% | 4% | 12% | 10% | 2% | ? | 6%
Cc1cccc(C(=O)OCC(=O)Nc2sc3c(c2C#N)CCC3)c1 | -19% | -2% | 15% | 0% | 4% | 11% | -7%[1.53 µM] | 0% | 22%
CCOc1ccc(/C(CCC(=O)O)=N/NC(=S)NC(C)C)cc1 | 2% | 8% | 23%[9.22 µM] | -4% | -2% | -12% | ? | -5% | -13%
CCN(CC)S(=O)(=O)c1ccc(OC)c(NC(=O)c2sc3ccccc3c2Cl)c1 | / | / | ? | 0% | / | / | 8% | 2% | 6%

At a glance, ten of the compounds above:
SMILES | GLP1R ag | SW480 rereplic | TDP-43 yeast inh | KB-3-1 tox | HT1080-NT tox | HT1080 IDH1KD tx | GLP1R cytotox | KB-V1 cytotox | GLP1R inv ag
CC(C)c1ccc(NC(=O)CN2C(=O)c3ccccc3S2(=O)=O)cc1 | 3% | -21% | -9% | 1% | -5% | 2% | 18% | 19% | 5%
CCc1ccccc1N(C(=O)c1cccs1)C1C=CS(=O)(=O)C1 (stereo not given) | 4% | ? | -6% | 18% | 10% | -4% | -1% | 1% | 1%
CCN1C(=O)c2cccc3c(S(=O)(=O)NC(Cc4ccccc4)C(=O)O)ccc1c23 (stereo not given) | 0% | -7% | -29% | 7% | 23% | 18% | 61%[activator] | 19% | -5%
Cc1[nH]c2ccc(C(=O)N3CCN(c4ccc(F)cc4)CC3)cc2c1C | 4% | -3% | 14µM* | 15% | -1% | 0% | 1% | -11% | ?
CC(=NCCCNC1CCCCC1)C1=C(O)CC(C)(C)CC1=O | 9% | -14%[9.22 µM] | -16% | -2% | -2% | -1% | -3% | -1% | -1%
CN(CCOc1ccccc1)S(=O)(=O)c1ccc2oc3ccccc3c2c1 | 1% | 5% | -5% | -13% | 0% | -7% | 15% | -1% | ?
COc1ccccc1-c1csc(NC(=O)c2cc(-c3cccs3)nc3ccccc23)n1 | -24% | 1% | -5% | 2% | 5% | 12% | -1% | 16% | ?
CCOc1ccc(CCNC(=O)Cn2nc(C)c3c(C)n(-c4ccccc4)nc3c2=O)cc1 | 7% | -11% | -6% | 13% | -3% | -10% | -8% | -14% | -25%
N#C/C(=C/c1ccccc1)C(=O)NCc1ccccc1 | 2% | 8% | -9% | 10% | -6% | -12% | 3% | -17% | -1%
O=C(O)CSc1ncn[nH]1 | -10% | -7% | 2% | 4% | 12% | 10% | 2% | ? | 6%
